TDP1 inh: blocks human tyrosyl-DNA phosphodiesterase 1. Q9NUW8. hit rate 0.28% among 350,000. Potency, µM (titrated, usually from 130 µM), without a hit: at the highest dose activity change, negative = inhibition, hits mostly inhibitors. recombinant TDP1, AlphaScreen DNA substrate cleavage; further: nearly all actives have a fitted effect of over 40% in size
Target sequence (Q9NUW8 whole entry, looked up): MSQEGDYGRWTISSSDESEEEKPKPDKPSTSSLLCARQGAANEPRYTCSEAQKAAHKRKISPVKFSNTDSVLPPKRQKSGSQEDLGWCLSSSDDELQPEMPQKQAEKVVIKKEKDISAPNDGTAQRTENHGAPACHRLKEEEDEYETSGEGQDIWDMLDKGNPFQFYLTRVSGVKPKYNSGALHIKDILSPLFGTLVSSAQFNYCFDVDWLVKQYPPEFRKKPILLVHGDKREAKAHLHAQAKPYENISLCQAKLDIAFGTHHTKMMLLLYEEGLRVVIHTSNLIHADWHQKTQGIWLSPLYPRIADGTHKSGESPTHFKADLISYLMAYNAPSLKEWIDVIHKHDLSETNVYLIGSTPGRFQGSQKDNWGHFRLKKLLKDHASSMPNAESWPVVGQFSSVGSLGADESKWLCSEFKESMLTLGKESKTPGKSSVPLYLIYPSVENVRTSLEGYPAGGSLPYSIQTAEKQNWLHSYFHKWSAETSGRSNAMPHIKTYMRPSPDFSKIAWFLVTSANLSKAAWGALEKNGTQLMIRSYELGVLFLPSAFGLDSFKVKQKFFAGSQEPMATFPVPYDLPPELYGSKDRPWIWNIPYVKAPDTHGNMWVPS
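AlphaScreen read-out: signal falls as enzyme removes the 3' tyrosine-FITC from a 5'-biotinylated DNA oligo (15 nM, 5 min, RT). Enzyme was E. coli-made recombinant Tdp1 at 1 nM, exposed to compound for 15 min beforehand; beads 10 ug/ml, 10 min.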
N370S GC mod: inhibits or activates N370S mutant glucocerebrosidase; AID 2101; Potency, µM (top dose mostly 59.4 µM), without a hit: at the highest dose activity change, negative = inhibition, actives largely listed as inhibitors; P04062; hit rate 0.092% among 330,000; N370S GC spleen homogenate, 4MU-glucoside fluorescence;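 further: 0% = full enzyme activity and -100% = no enzyme basal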
FEN1 inh: inhibitors of human flap endonuclease 1; Potency, µM (series often up to 114 µM), for the others: at the highest dose activity change, negative = inhibition, hits mostly inhibitors; Recombinant FEN1 flap cleavage, fluorescence, 15 min; AID 588795; hit rate 0.35% among 390,000; P39748; further: nearly all actives have a fitted effect of over 65% in size
Target sequence (P39748 whole entry, looked up): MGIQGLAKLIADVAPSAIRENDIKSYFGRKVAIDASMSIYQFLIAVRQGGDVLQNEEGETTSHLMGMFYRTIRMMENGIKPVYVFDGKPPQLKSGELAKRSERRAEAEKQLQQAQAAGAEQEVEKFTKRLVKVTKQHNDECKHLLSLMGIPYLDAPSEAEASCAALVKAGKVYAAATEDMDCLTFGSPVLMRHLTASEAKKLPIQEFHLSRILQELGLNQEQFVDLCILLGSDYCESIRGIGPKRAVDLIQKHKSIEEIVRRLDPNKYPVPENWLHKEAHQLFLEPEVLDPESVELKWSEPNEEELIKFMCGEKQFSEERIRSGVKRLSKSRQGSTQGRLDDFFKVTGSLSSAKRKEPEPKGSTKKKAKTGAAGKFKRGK
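Enzyme 10 nM, 15 min RT preincubation with compound; start with substrate 50 nM final; reads at 0 and 15 min; qHTS titration, four-parameter Hill fit.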
Numbers without * were called inactive; ? = inconclusive; · = not tested or not shown; & = joins results of further samples; [ ] = remark or other dose. The call rests on the fitted dose curve; in most records, active means well fitted curve in the direction sought with a large enough effect; inconclusive means small, poorly fitted or top-dose-only effect, or another doubt; inactive means no such curve, though single readings can be large; an effect the other way counts as inactive or inconclusive. Unless noted, on the % scale 0 is the no-effect control and ±100 the full control effect; potency means the concentration at half of the fitted maximal effect.

Sample of the layout (3 entries):
N370S GC mod	FEN1 inh	SMILES	TDP1 inh
-1%	-4%	COc1ccc([N+](=O)[O-])cc1NC(=O)C1CCCO1 (stereo not drawn)	-4%
-11%	-2%	O=S(=O)(c1ccc(NC(=S)N2CCN(c3ccccc3F)CC2)cc1)N1CCOCC1	0%
-2%	9%	COC(=O)C1=C(N)c2c(F)cccc2C1(C#N)c1ccc(F)cc1 (stereo not drawn)	4%

All compounds of this part, previewed entries included:
N370S GC mod	FEN1 inh	SMILES	TDP1 inh
-1%	-4%	COc1ccc([N+](=O)[O-])cc1NC(=O)C1CCCO1 (stereo not drawn)	-4%
-11%	-2%	O=S(=O)(c1ccc(NC(=S)N2CCN(c3ccccc3F)CC2)cc1)N1CCOCC1	0%
-2%	9%	COC(=O)C1=C(N)c2c(F)cccc2C1(C#N)c1ccc(F)cc1 (stereo not drawn)	4%
·	-29%	COC(=O)c1c(-c2cccs2)csc1NC(=O)c1ccc(C)cc1	-14%
-13%	3%	CC(=O)c1ccc(NC(=O)C2(S(=O)(=O)c3ccccc3)CC2)cc1	2%
-7%	-2%	O=C(c1ccccc1)c1ccc(NCCCn2ccnc2)c([N+](=O)[O-])c1	·
14µM*	-8%	CCc1cc(C(c2ccccn2)N2CCN(C)CC2)c(NC(=O)c2ccccc2)s1 (stereo not drawn)	7%
-2%	-6%	COc1ccc(/C=C/C(=O)NCCN2CCOCC2)cc1OC	-4%
1%	1%	CC1CN(C(=O)COC(=O)c2cccs2)CC(C)O1 (stereo not drawn)	8%
-6%[2.35 µM]	-2%	O=S(N1CCCCCC1)C12CC3CC(CC(C3)C1)C2 (stereo not drawn)	3%
·	17%	CCCN(CCC)C(=O)c1c[nH]c2ccc(S(=O)(=O)N(C)c3ccc(Cl)cc3)cc2c1=O	0%
·	-3%	O=C(COC(=O)c1cc[n+]([O-])cc1)Nc1cccc(F)c1	0%
3%	3%	CCOC(=O)Cc1csc(NC(=O)CCS(=O)(=O)Cc2ccccc2)n1	2%
-4%	2%	CCN(CC)C(=O)CSc1n[nH]c(=O)n1CCc1ccccc1	1%
·	-10%	CC(NC(=O)Nc1cc(Cl)ccc1Cl)c1c(-n2cccc2)sc2c1CCCC2 (stereo not drawn)	6%
·	-3%	CC(C)CCNC(=O)CN1C(=O)c2cccnc2Sc2ccccc21	-1%
-11%	?	O=C(Nc1nc(-c2ccc(F)cc2)cs1)C1CCN(C(=O)c2ccc(F)cc2)CC1	3%
·	13%	Cc1ccccc1CN1CCCN(CC(=O)Nc2ccc(F)cc2)S1(=O)=O	6%
6%	-8%	O=C(c1cccs1)N1CCN(Cc2ccncc2)CC1	-2%
18%	2%	CC(=O)Oc1ccc(N(c2ccccc2)S(=O)(=O)c2ccc(C)cc2)cc1	-5%
-8%	5%	Cc1ccc(NC(=O)CN(C(=O)N2CCN(C)CC2)S(=O)(=O)c2ccc(C)cc2)cc1	·
4%	13%	O=C(O)c1ccc(CSc2ccccn2)cc1	3%
·	13%	CC(C)Cn1c(N)c(C(=O)COC(=O)CCc2nc3ccccc3c(=O)[nH]2)c(=O)n(C)c1=O	3%
-15%	-6%	CC(=O)NCc1ccc(C(=O)CSc2nnc(-c3ccncc3)n2Cc2ccccc2)o1	·
-4%	5%	COCCNC(=S)N(Cc1cc2cc(C)ccc2n2nnnc12)C1CCCC1	5%

Retrieved by structure from above (two):
N370S GC mod	FEN1 inh	SMILES	TDP1 inh
14µM*	-8%	CCc1cc(C(c2ccccn2)N2CCN(C)CC2)c(NC(=O)c2ccccc2)s1 (stereo not drawn)	7%
·	-10%	CC(NC(=O)Nc1cc(Cl)ccc1Cl)c1c(-n2cccc2)sc2c1CCCC2 (stereo not drawn)	6%

The listing continues:
N370S GC mod	FEN1 inh	SMILES	TDP1 inh
-4%	5%	CCCC(=O)Nc1c(-c2ccccc2OC)c(=O)c2ccccc2n1C	3%
·	-1%	N#CCSc1ccccc1NC(=O)CN1C(=O)C(=O)N(Cc2ccccc2)C1=O	1%
·	-6%	Cc1ccc(CNC(=O)c2cc3cc(C)ccc3n2C)cc1	-4%
·	10%	COc1ccc(NC(=O)c2ccc(OCC3CCCO3)cc2)cc1OC (stereo not drawn)	-1%
·	-7%	CC(C)(C)c1ccc(C(=O)NCC(c2ccc(Cl)cc2)N2CCOCC2)cc1 (stereo not drawn)	4%
8%	-11%	COc1ccc(N2Cc3ccccc3C2=NC(=O)c2cncc(Br)c2)cc1	12%
·	-19%	CCC(C(=O)Nc1cc(F)ccc1F)n1nc(-c2cc(C)ccc2C)ccc1=O (stereo not drawn)	5%
4%	4%	Cc1cccc(Oc2ncnc3onc(C)c23)c1C	5%
-1%	18%	CC1=C(C(=O)c2ccccc2)C(c2ccc(N3CCOCC3)cc2)NC(=O)N1 (stereo not drawn)	8%
4%	5%	O=c1nc2ccccc2c(NS(=O)(=O)c2ccccc2)n1-c1ccccc1	2%
2%	3%	CCCn1c(CC)nc([N+](=O)[O-])c1Sc1ccc(C)cc1	4%
-7%	·	C[C@@H]1C(=O)O[C@H]2[C@@H](O)[C@@]34[C@H]5CC(C(C)(C)C)[C@]36[C@@H](OC(=O)[C@@H]6O)O[C@@]4(C(=O)O5)[C@@]12O (stereo partly drawn)	12%[56.1 µM]
?	1%	C=CCn1cc(C(=O)NCc2ccc(Cl)cc2)c(=O)c2cc(S(=O)(=O)N(CC)CC)ccc21	0%
·	-8%	Cc1ccc2nc(SCC(=O)Nc3cccnc3Cl)[nH]c2c1	0%
3%	2%	CCOc1ccc(NC(=O)CN(C)CC(=O)Nc2ccccc2C#N)cc1OCC	4%
-5%	4%	O=C(Cc1ccccc1Cl)N/N=C/c1cccnc1	1%
?	-11%	CCOc1ccc(N(CC(=O)Nc2ccccc2C)S(=O)(=O)c2c(C)[nH]c(=O)[nH]c2=O)cc1	-4%
19%	-11%	COc1ccc(NC(=S)N2N=CCC2c2ccccc2)cc1 (stereo not drawn)	6%
-13%	-20%	CC(C)(C)N1C(=O)[C@H]2[C@@H](c3ccc(Br)cc3)N3C(=O)N(c4ccc(Br)cc4)C(=O)[C@@]3(Cc3ccccc3)[C@H]2C1=O	·
·	-2%	COCCN(CC(=O)Nc1ccccc1C(F)(F)F)C(=O)c1ccc(-n2cccn2)cc1	0%
-2%	-4%	Cc1ccc(C)c(NC(=O)C2CC(O)CN2C(=O)Oc2ccccc2)c1 (stereo not drawn)	-10%
-5%	-3%	O=C1CCCN1CCCNCC(=O)N1c2ccccc2Sc2ccccc21	-9%
·	-4%	CS(=O)(=O)c1cccc(C(=O)OCC(=O)NCc2cccs2)c1	1%
6%	-12%	COc1ccc(NC(=O)Nc2ncccc2C)cc1	0%
1%	3%	CCCc1c(C(=O)N/N=C(/C)c2ccncc2)nnn1-c1nonc1N	·
-16%	-7%	COc1cc(CN2CCN(CCOCCO)CC2)cc(OC)c1OC	1%
8%	-3%	CCOC(=O)c1[nH]c2ccc(OC)cc2c1NC(C)=O	5%
-7%	-8%	COc1cc(OC)c(C(=O)O/N=C(\N)c2ccccc2)cc1OC	·
-13%	-4%	CN1C(=O)c2cccc(N(C)C)c2C1=O	6%
-3%	-3%	Cc1cc(NC(=O)CSc2nnc(CNc3cccc(C(F)(F)F)c3)n2Cc2ccco2)no1	3%
-2%	-12%	CC(=O)c1ccc(C(=O)N2CCCC(CO)(Cc3ccccc3C)C2)s1 (stereo not drawn)	3%
·	?	CCCCNC(=O)[C@@](CC)(ONc1ccccc1C(F)(F)F)c1cccc2ccccc12	2%
-10%	-4%	CC(C(=O)c1ccc(Br)cc1)[n+]1cccc2ccccc21 (stereo not drawn)	·
·	-25%	COc1ccc(NC(=O)CN2CCN(Cc3ccc(F)cc3)S2(=O)=O)cc1Cl	0%
12%	-5%	CC(C)c1ccc(/C=C/C(=O)NCCCc2ccccc2)cc1	1%
3%	-18%	O=C(O)c1ccccc1C1=Nc2ccc(O)cc2Oc2cc(O)ccc21	12%
·	-11%	CCOC(=O)c1ccc(NC(=O)c2c(NCc3cc(OC)c(OC)cc3OC)sc3c2CCCC3)cc1	10%
19%	4%	O=C1CC(c2cccc(Cl)c2)c2cc3c(cc2N1)CCC3 (stereo not drawn)	0%
-2%	·	CCOc1ccc(N(CC(=O)NC(C)CC)S(=O)(=O)c2c(C)noc2C)cc1 (stereo not drawn)	3%
-14%	-2%	O=C(NCc1cccc(C(F)(F)F)c1)C1CCCN(c2cnccn2)C1 (stereo not drawn)	4%
8%	15%	CCN(CCS(=O)(=O)c1ccc(Cl)cc1)C(=O)Nc1ccc(Cl)cc1	4%
9%	-15%	Cn1cccc1/C=C1\CCc2ccccc2C1=O	9%
1%	10%	COc1cc(NS(=O)(=O)c2ccc(NC(=O)COc3ccc(C)cc3)cc2)nc(OC)n1	5%
0%	6%	N#C/C(=C/c1ccc2c(c1)OCO2)C(=O)NCCc1c[nH]c2ccccc12	3%
·	7%	CC1CCN(S(=O)(=O)c2ccc(C(=O)OCc3ccc4c(c3)OCO4)cc2)CC1	0%
11%	-3%	CC1CN(S(=O)(=O)c2cccs2)CC(C)O1 (stereo not drawn)	-5%
-29%	-6%	Cc1cccc(N2CCN(C(=S)Nc3ccc4nc(N5CCOCC5)cc(C)c4c3)CC2C)c1 (stereo not drawn)	3%
-15%	-3%	COc1cccc(CNC(=O)CCCc2nnc3n(C)c(=O)c4sccc4n23)c1	3%
20%	13%	CCOc1ccc2[nH]c(=O)c(CN(Cc3nnnn3Cc3ccccc3)CC3CCCO3)cc2c1 (stereo not drawn)	0%
·	4%	Cc1ccc(Cl)cc1NC(=O)CN1C(=O)NC(C)(C2CC2)C1=O (stereo not drawn)	0%

Profiles as entered above. Screens in order: N370S GC mod	FEN1 inh	TDP1 inh
Cc1cc(NC(=O)CSc2nnc(CNc3cccc(C(F)(F)F)c3)n2Cc2ccco2)no1 reads -3%	-3%	3%
Cc1cccc(N2CCN(C(=S)Nc3ccc4nc(N5CCOCC5)cc(C)c4c3)CC2C)c1 (stereo not drawn) reads -29%	-6%	3%
CC1CN(S(=O)(=O)c2cccs2)CC(C)O1 (stereo not drawn) reads 11%	-3%	-5%

Later entries
N370S GC mod	FEN1 inh	SMILES	TDP1 inh
-2%	1%	NC(=O)CC(NC(=O)Cc1ccc(Br)cc1)c1ccc(NCc2ccc(F)c(F)c2)c([N+](=O)[O-])c1 (stereo not drawn)	5%
22%	-1%	Cc1cc(-c2ccco2)n(CC(=O)NCc2ccccc2)n1	0%
·	-1%	Cc1cc2c(cc1S(=O)(=O)N1CCC(C(N)=O)CC1)OCC(=O)N2	3%
-2%	-8%	O=C(OCC(=O)N1CCCC1=O)c1cc(S(=O)(=O)N2CCOCC2)ccc1Cl	0%
11%	-14%	Cc1nn(-c2cc(C(F)(F)F)ccc2Cl)c2nc(C(Cl)(Cl)Cl)[nH]c(=O)c12	·
-28%	4%	Cc1ccc(C)c(CSc2nnc([C@@H](N)C(C)C)o2)c1	7%
9%	8%	CCCCOc1ccc(C(=O)NC)cc1	8%
-21%&-16%	-12%	Cc1cc(=O)n2[nH]c(-c3ccc(C(C)(C)C)cc3)cc2n1	0%&4%
28%	-20%	S=C(NC1CCCCC1)NN(c1ccccc1)c1ccccc1	7%
·	5%	Cc1cccc(C(=O)OC(C)C(=O)NCC2CCCCC2)c1O (stereo not drawn)	-2%[56.1 µM]
-8%	-5%	Cc1nn(-c2ccccc2)cc1/C=N/NS(=O)(=O)c1ccccc1	4%
6%	-23%	COC(=O)c1c(NC(=O)c2cccnc2)sc(C)c1C	4%
-7%	-3%&10%	COC(=O)c1ccc(NC(=O)CN2CCN(S(=O)(=O)c3ccc(Br)cc3)CC2)cc1	4%&6%
8%	-8%	c1ccc(Cn2nnc3c(NCC4CCCO4)nc(C4CC4)nc32)cc1 (stereo not drawn)	-1%
-21%	0%	CC(C(=O)OCc1nnc(-c2ccccc2)o1)N1C(=O)c2ccccc2C1=O (stereo not drawn)	7%
2%	-10%	CCOc1ccc(/C=N/NC(=O)C2CCCC2)c(OCC)c1	3%
?	-4%	CCN(CC)C(=O)NC1CC2CCCC(C1)N2Cc1ccccc1 (stereo not drawn)	2%
-2%&10%	20%	COCCN1C(=O)N[C@@H](CCc2ccccc2)C(C(C)=O)=C1C	6%&3%
·	2%	COc1cccc(Cn2c(=O)n(Cc3ccccc3)c(=O)c3c2c2cc(OC)ccc2n3C)c1	8%
2%	1%	COc1cc(C2CC(=O)c3cnc(NC(C)=O)nc3C2)cc(OC)c1OC (stereo not drawn)	3%[56.1 µM]
